# Neddylation inh – inhibitors of cullin neddylation, primary screen, biochemical, TR-FRET, uHTS, NAE and Ubc12. calls only at 25 µM. 0.58% of 360,000 active; in the data active = inhibition above about 36%
# Target sequence (P61081 whole entry, looked up): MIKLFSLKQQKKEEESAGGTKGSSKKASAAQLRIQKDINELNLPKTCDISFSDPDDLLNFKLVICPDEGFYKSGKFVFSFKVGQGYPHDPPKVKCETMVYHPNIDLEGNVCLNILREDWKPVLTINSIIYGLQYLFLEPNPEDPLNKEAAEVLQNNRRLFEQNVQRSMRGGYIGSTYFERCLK
# Target sequence (Q13564 whole entry, looked up): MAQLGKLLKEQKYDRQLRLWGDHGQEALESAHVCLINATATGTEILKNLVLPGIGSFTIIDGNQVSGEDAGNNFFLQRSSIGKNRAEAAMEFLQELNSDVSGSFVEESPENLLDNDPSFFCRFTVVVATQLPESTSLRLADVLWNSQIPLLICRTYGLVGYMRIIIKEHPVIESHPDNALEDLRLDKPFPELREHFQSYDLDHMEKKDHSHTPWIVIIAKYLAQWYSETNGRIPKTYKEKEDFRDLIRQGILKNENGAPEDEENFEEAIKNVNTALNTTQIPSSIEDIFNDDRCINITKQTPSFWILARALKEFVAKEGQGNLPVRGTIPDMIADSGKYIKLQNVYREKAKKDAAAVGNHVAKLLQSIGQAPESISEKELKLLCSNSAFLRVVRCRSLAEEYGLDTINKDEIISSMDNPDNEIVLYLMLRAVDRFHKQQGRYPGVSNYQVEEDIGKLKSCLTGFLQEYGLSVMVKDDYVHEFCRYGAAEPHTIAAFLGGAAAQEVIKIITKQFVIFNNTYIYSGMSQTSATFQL
# CendR NRP1 mod – modulators of CendR peptide binding to NRP-1, primary screen, biochemical, fluorescence polarization, uHTS | Neuropilin-1 (Homo sapiens), O14786 | FAM-RPARPAR peptide binding to NRP-1 | inhibition, % at 25 µM | 0.85% of 360,000 active;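 active = inhibition or corrected inhibition above about 18%, plus a signal ratio from 0.5 to 1.5, limit read from the data, passing the limit was not always enough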; note: strong numbers were not always called active
# Scp-1 inhibitor – Scp-1 phosphatase inhibitors, primary screen, biochemical, colorimetric, uHTS | Carboxy-terminal domain RNA polymerase II polypeptide A small phosphatase 1 (Homo … | Recombinant Scp1, phosphopeptide, malachite green phosphate absorbance | inhibition, % at 20 µM | 0.88% of 340,000 active;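 active = inhibition above about 50% at 20 µM, limit read from the data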;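 note: plate controls were DMSO wells with enzyme for no effect and wells lacking enzyme for full effect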
#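 Times: enzyme reaction 45 min at room temperature, colour 5 min, stabilisation 30 min. Material: SCP-1 catalytic fragment, aa 76-261. Medium: Acidic Tris acetate buffer with magnesium and detergent. Signal: colorimetric free-phosphate detection, absorbance 630 nm. Read-out basis: % inhibition of SCP-1 phosphate liberation. Reagent: Phosphorylated 17-residue peptide substrate.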
# TbMetRS inhib – T. brucei MetRS inhibitors, primary screen, biochemical, luminescence; methionyl-tRNA synthetase (Trypanosoma brucei brucei); purified T. brucei MetRS, ATP depletion, Kinase-Glo luminescence; inhibition, % at 11.9 µM; 0.4% of 360,000 active;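 active = inhibition above a per-plate cutoff of the control wells' mean inhibition plus 3 SD, cut at about 5.5% in these data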;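 note: 0% = DMSO wells median and 100% = median of wells with control inhibitor compound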
#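 Dosing: 11.9 µM single point; system: parasite MetRS enzyme; technique: luminescence of leftover ATP; times: 15 min enzyme-compound preincubation, 2 h reaction, 10 min detection, 25 °C; replicates: each compound tested once; read-out basis: percent inhibition relative to median high and low control wells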
# SUMO1-SIM PPI – modulators of SUMO1 protein-protein interactions, primary screen, biochemical, uHTS; Small ubiquitin-related modifier 1 (Homo sapiens), P63165; SUMO1 binding to a labelled peptide, TR-FRET, 1 h; inhibition, % at 20 µM; 0.33% of 360,000 active; in the data active = inhibition above about 37%
# Target sequence (P63165 whole entry, looked up): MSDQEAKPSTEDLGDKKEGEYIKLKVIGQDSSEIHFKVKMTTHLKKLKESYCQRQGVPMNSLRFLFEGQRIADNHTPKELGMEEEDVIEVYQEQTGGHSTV
# STEP block – STEP phosphatase inhibitors, primary screen, biochemical, fluorescence intensity, uHTS | recombinant STEP, OMFP fluorogenic substrate | inhibition, % at 20 µM | AID 588621, 2011 | 0.25% of 360,000 active | Tyrosine-protein phosphatase non-receptor type 5 (Homo sapiens), P54829;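 active = inhibition at 20 µM, scaled per plate between control wells, above about 37%, limit read from the data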;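 note: 0% = DMSO with enzyme and substrate and 100% = substrate only without enzyme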
#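 material = STEP tyrosine phosphatase | reagent = fluorogenic phosphatase substrate OMFP at 25 µM final | doses = single compound dose of 20 µM, 1% DMSO final | schedule = 20 min reaction, room temperature, in the dark | measured by = fluorescence, 480/540 nm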
# NadD block – inhibitors of S. aureus NadD, primary screen, biochemical, colorimetric, uHTS; Nicotinate-nucleotide adenylyltransferase NadD (Staphylococcus aureus N315); purified NadD enzyme, colorimetric absorbance read-out; inhibition, % at 20 µM; 0.78% of 360,000 active; AID 602399, 2012; in the data active = inhibition above about 26%; note: some compounds past the cut are filed as inactive
# DNMT1 block – human DNMT1 methyltransferase inhibitors, primary screen, biochemical, molecular beacon, fluorescence, HinP1I cleavage, uHTS | DNA (cytosine-5)-methyltransferase 1 (Homo sapiens), P26358 | inhibition (reported as % activation of signal), % at 10 µM | 0.83% of 360,000 active | AID 588458, 2011; in the data active = inhibition above about 50%
# LMPTP block – LMPTP phosphatase inhibitors, primary screen, biochemical, fluorescence intensity, uHTS | Low molecular weight phosphotyrosine protein phosphatase (Homo sapiens), P24666 | recombinant LMPTP-A, OMFP fluorogenic substrate | inhibition, % at 20 µM | 0.22% of 360,000 active | AID 651560, 2012;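 active = compounds that cut the enzyme signal by at least half of the control window in the single-dose screen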;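 note: plate controls were DMSO wells with enzyme plus substrate for no effect and substrate without enzyme for full effect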
# Target sequence (P24666 whole entry, looked up): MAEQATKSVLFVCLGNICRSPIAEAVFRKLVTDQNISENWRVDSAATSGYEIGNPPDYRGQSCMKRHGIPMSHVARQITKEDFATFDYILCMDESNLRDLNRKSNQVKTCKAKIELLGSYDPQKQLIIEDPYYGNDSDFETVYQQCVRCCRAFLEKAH
#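 Test system – LMPTP-A phosphatase enzyme · Quantity – 0.625 nM LMPTP-A final · Reagent – OMFP substrate, 400 µM final · Dosing – one test concentration per compound, 20 µM, with 3% DMSO overall · Timing – 50 min enzyme reaction at room temperature, protected from light · Detection – fluorescence intensity · Controls – substrate-only low control, DMSO enzyme-plus-substrate high control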
# SKN-1 inh – suppressors of acrylamide-induced Pgst-4::GFP reporter in worms, primary screen, SKN-1 inhibitor project, whole organism, uHTS, GFP/RFP fluorescence ratio, strain VP596. C. elegans VP596 Pgst-4::GFP/RFP ratio, 24 h. inhibition, % at 21.8 µM. 0.49% of 360,000 active. AID 624304, 2012;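 active = interference check ratio from 0.5 to 1.5 plus GFP to RFP signal ratio inhibition reaching or exceeding a fixed threshold, cut at about 30% in these data, passing the limit was not always enough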; note: some compounds called inactive have numbers as strong as hits
# * = called active by the depositor; i = inactive; nt = not tested or not shown; & = joins results of further samples; ! = a repeat was not active. This is a random part of the collection; overall some 4.6% were active at least once.
# The line under a structure holds: Neddylation inh	CendR NRP1 mod	Scp-1 inhibitor	TbMetRS inhib	SUMO1-SIM PPI	STEP block	NadD block	DNMT1 block	LMPTP block	SKN-1 inh
1) Cc1ccc2[nH]c(=O)c(CN(C)C(=O)c3ccccn3)cc2c1
→ i	11.6	-10.7	0.1	3.7	-2.8	0.9	-1.6	-0.8	-10.9
2) Cc1ccc(N2CC(C(=O)Nc3cc(C(F)(F)F)ccc3N3CCCC3)CC2=O)cc1 (stereo unspecified)
→ i	-0.7	6.8	-0.5	1.2	-0.3	-4.3	-2.4	1.5	-14.2
3) C=C(C)COc1ccc(-c2n[nH]c(C)c2-c2ccccc2OC)c(O)c1
→ i	-9.5	6.2	0.3	-4.0	-2.7	-3.9	0.0	0.0	-16.0
4) CCOC(=O)N1CCC(Nc2c(NCCN3CCN(c4cccc(Cl)c4)CC3)c(=O)c2=O)CC1
→ i	-2.1	-12.9	-0.9	0.3	2.6	-3.1	4.9	-0.1	-2.9
5) COc1ccc([N+](=O)[O-])cc1/C=N/NC(=O)Cc1ccccc1
→ i	-1.2	-2.8	-0.6	-16.7	-2.2	0.6	6.5	-1.6	2.0
6) COc1ccc(C(=O)OCC(=O)c2cc(OC)ccc2OC)c(OC)c1
→ i	-8.9	-10.3	-1.3	-3.5	-1.6	-7.7	-6.2	0.2	36.0
7) COc1ccccc1CNC(=O)c1ccc(S(=O)(=O)N2CCCC2)cc1
→ i	10.3	-7.8	0.3	-2.3	-2.1	-10.5	0.9	-0.8	15.5
8) CCC(CC)C(=O)Nc1c2c(nn1-c1ccc(OC)cc1)CS(=O)(=O)C2
→ i	-1.5	-6.5	2.8	0.7	-19.2	-2.5	12.1	-0.6	-2.7
9) Cc1ccc(CSC2=Nc3sccc3C3=NC(=O)CN23)cc1
→ i	-41.9	-6.8	0.3	14.1	0.0	26.0	-12.1	4.9	17.8
10) COc1ccc(N(CC(=O)N2CCOCC2)S(C)(=O)=O)cc1
→ i	-77.6	0.3	-1.1	2.4	0.0	-2.3	6.0	-0.1	7.6
11) CCc1nc2ccc(C(=O)NCCCN3CCCC3=O)cn2c1N(C)C(=O)C1CCCCC1
→ i	12.5	nt	0.2	-0.2	-3.5	11.7	3.6	-0.7	0.2
12) CC(C)(C)OC(=O)NCCc1onc(-c2cccc([N+](=O)[O-])c2)c1C(=O)O
→ i	-5.7	nt	-1.1	-16.9	-2.1	-1.8	8.8	-0.6	6.5
13) CCCCCCCC(=O)Nc1ccc(C(=O)N/N=C/c2cccc([N+](=O)[O-])c2)cc1
→ i	4.4	96.2*	-0.5	-0.2	23.9	9.9	77.8*	-0.5	-12.2
14) CC(=O)OCc1c(C(F)(F)F)nn(C)c1Sc1ccccc1
→ i	-5.6	-14.3	0.3	4.8	-0.2	0.2	1.3	-0.7	1.4
15) CCc1nc(OCC(=O)c2ccccc2)c(C#N)c2c1COC(C)(C)C2
→ i	19.1*	-5.7	-0.6	-0.2	-1.5	-10.5	0.1	0.0	-12.8
16) O=C(C1CCC(CNc2c(N3CCCCC3)c(=O)c2=O)CC1)N1CCCC1 (stereo unspecified)
→ i	-5.2	-1.7	-0.2	2.6	0.6	1.8	0.7	-0.5	1.9
17) COc1ccccc1N1CCN(c2ccc(-c3ccccc3)nn2)CC1
→ i	-4.1	1.8	-0.5	-17.5	1.4	4.3	-7.0	0.6	0.4
18) O=C(c1cc2sccc2n1Cc1ccccc1)N1CCCc2ccccc21
→ i	5.3	-5.9	-0.5	-2.1	3.5	-11.2	1.5	3.8	-1.4
19) CCOC(=O)c1c(C)[nH]c(C)c1C(=O)CSc1nc(N)cc(=O)[nH]1
→ i	-10.9	-8.0	-1.2	7.1	-3.4	-2.0	-3.7	-1.2	3.5
20) COc1ccc(C2N(C(=O)C(F)(F)F)C(C)CN2S(=O)(=O)c2ccc(C)cc2)cc1 (stereo unspecified)
→ i	8.2	-12.8	0.7	1.8	0.1	-9.3	-0.2	2.4	19.2
21) Cc1cc(C)cc(N)c1
→ i	14.0	-3.3	-0.2	4.9	-3.3	4.1	0.1	-0.1	0.3
22) COc1ccccc1N1CCN(S(=O)(=O)CCNC(=O)C23CC4CC(CC(C4)C2)C3)CC1
→ i	10.9	-9.1	0.2	-0.1	0.7	-1.2	0.1	1.2	11.0
23) CS/C(=N\S(=O)(=O)c1cccs1)NC(=O)CSc1nc2ccccc2s1
→ i	-40.6&-57.2	10.4&8.8	0.2&-1.1	37.9*!	1.2&3.9	4.5&12.1	2.5&8.7	4.0&23.3	0.8&11.0
24) Cc1ccc(C2=NN3C(=O)c4ccccc4C3C2)cc1 (stereo unspecified)
→ i	0.8	-14.8	0.6	-14.7	-1.6	4.4	2.2	-1.3	8.4
25) CCN(CC)C(=O)c1ccc2nc([C@H]3C[C@H](O)[C@@H](CO)O3)[nH]c2c1
→ i	-8.6	nt	-0.3	25.9	1.1	3.5	-0.7	-0.3	12.8
26) COc1ccccc1CN(Cc1nc2ccccc2c(=O)[nH]1)C(=O)Nc1ccc(C)cc1
→ i	13.2	-5.2	-0.6	-9.2	1.0	9.3	-5.6	0.8	9.2
27) Cc1ccc(S(=O)(=O)N(C)C)cc1NC(=O)COC(=O)/C=C/c1cccs1
→ i	6.3	-2.0	-0.5	-12.7	0.6	-2.0	2.5	0.0	5.3
28) Cc1c(NC(=O)c2c(F)cccc2F)c(=O)n(-c2ccccc2)n1C
→ i	-12.0	-4.6	-1.4	-2.9	-4.3	-4.4	1.9	-1.0	8.5
29) O=C(O)c1cc(O)ccc1NC(=O)C1CCCO1 (stereo unspecified)
→ i	-9.6	8.0	-0.3	3.3	-1.6	-2.4	9.1	-2.2	-13.2
30) Cc1cc(C)cc(NC(=O)COC(=O)COc2ccc(N(C)S(=O)(=O)c3cccs3)cc2)c1
→ i	7.0	-10.7	0.0	1.9	-2.0	-2.3	-2.3	3.9	-3.8
31) COc1ccccc1/C=C(\NC(=O)c1cccc(C)c1)C(=O)Nc1ccccn1
→ i	3.7	-15.4	0.0	0.0	1.1	-6.6	-0.7	-2.0	-1.2
32) C/C(=N\OC(=O)NC1CCCCC1)c1sc(-c2ccccc2)nc1C
→ i	-1.7	-6.8	-0.8	-14.4	1.1	2.3	2.3	5.0	6.0
33) O=C(COC(=O)C1=COCCO1)Nc1ccccc1Oc1ccccc1
→ i	-1.3	-2.7	-0.2	1.7	-1.6	-5.0	-1.8	0.0	-0.9
34) COc1ccc(-c2nnc(NC(=O)CS(=O)(=O)c3ccc(F)cc3)o2)c(OC)c1
→ i	-1.7	-2.8	0.1	5.8	2.1	15.8	0.8	-0.5	8.1
35) CC1CCCCC1NC(=O)c1cc(S(=O)(=O)N2CCOCC2)ccc1Cl (stereo unspecified)
→ i	13.5	3.3	-0.2	2.0	0.5	1.9	-0.4	-1.0	-3.3
36) CCN1C(N(C)C)=NC[C@@H]1Cc1ccccc1
→ i	13.6	-3.5	-0.3	0.3	-0.6	0.6	7.2	-1.8	8.1
37) O=C(COc1ccc2ccc(=O)oc2c1)Nc1cccnc1
→ i	10.1	-15.6	0.2	3.0	-3.4	-3.5	-0.4	-1.3	1.0
38) COc1ccc(-c2cc(=O)oc3cc(OCC(=O)N[C@@H](Cc4c[nH]c5ccccc45)C(=O)O)ccc23)cc1
→ i	-26.7	-4.0	0.6	7.6	2.3	13.9	-5.8	-0.6	3.1
39) Cc1ccc(S(=O)(=O)Nc2cc(C)nn2-c2ccccc2)cc1
→ i	4.3	-4.3	-0.9	3.6	-1.7	0.8	0.1	-0.5	-26.4
40) O=C(O)c1cc2c(cc1NC(=O)C1CCCC1)OCCO2
→ i	4.4	-7.7	-0.5	0.2	-3.7	-0.4	-1.2	-1.3	8.1

# Some values from the list:
# Reading of `O=C(COc1ccc2ccc(=O)oc2c1)Nc1cccnc1` under STEP block: -3.4
# Reading of `O=C(COC(=O)C1=COCCO1)Nc1ccccc1Oc1ccccc1` under SKN-1 inh: -0.9
# Reading of `C/C(=N\OC(=O)NC1CCCCC1)c1sc(-c2ccccc2)nc1C` under DNMT1 block: 2.3
# Reading of `COc1ccc(-c2cc(=O)oc3cc(OCC(=O)N[C@@H](Cc4c[nH]c5ccccc45)C(=O)O)ccc23)cc1` under DNMT1 block: -5.8
# Reading of `O=C(O)c1cc2c(cc1NC(=O)C1CCCC1)OCCO2` under STEP block: -3.7
# Reading of `Cc1ccc(S(=O)(=O)Nc2cc(C)nn2-c2ccccc2)cc1` under STEP block: -1.7

# Remaining list, next part
# The line under a structure holds: Neddylation inh	CendR NRP1 mod	Scp-1 inhibitor	TbMetRS inhib	SUMO1-SIM PPI	STEP block	NadD block	DNMT1 block	LMPTP block	SKN-1 inh
41) COc1ccccc1NC(=O)CCCCCN1C(=O)c2cccc([N+](=O)[O-])c2C1=O
→ i	-1.3	-4.7	-0.9	-35.3	-0.1	-5.6	-0.8	0.3	-9.1
42) FC(F)(F)c1ccc(-c2cccc3c2C2CC3CCN2Cc2ccc3c(c2)OCO3)cc1 (stereo unspecified)
→ i	6.0	nt	-0.8	3.3	1.4	1.9	-1.0	4.8	23.2
43) Cc1cccc(NC(=S)NNC(=O)c2csc(C)c2)c1
→ i	-0.7	-7.3	-0.3	0.5	-0.5	-0.8	0.5	0.3	3.5
44) O=C(NN=Cc1ccc2c(c1)OCO2)c1ccccc1
→ i	2.8	7.5	0.1	-18.9	0.1	-0.8	-2.7	1.5	13.8

# Shown in transposed form: entries from further up
[41] COc1ccccc1NC(=O)CCCCCN1C(=O)c2cccc([N+](=O)[O-])c2C1=O
[42] FC(F)(F)c1ccc(-c2cccc3c2C2CC3CCN2Cc2ccc3c(c2)OCO3)cc1 (stereo unspecified)
[43] Cc1cccc(NC(=S)NNC(=O)c2csc(C)c2)c1
Screen / compound no.	41	42	43
Neddylation inh	i	i	i
CendR NRP1 mod	-1.3	6.0	-0.7
Scp-1 inhibitor	-4.7	nt	-7.3
TbMetRS inhib	-0.9	-0.8	-0.3
SUMO1-SIM PPI	-35.3	3.3	0.5
STEP block	-0.1	1.4	-0.5
NadD block	-5.6	1.9	-0.8
DNMT1 block	-0.8	-1.0	0.5
LMPTP block	0.3	4.8	0.3
SKN-1 inh	-9.1	23.2	3.5
